Screens (PubChem)
GAA850 FXN act = frataxin GAA850 promoter activation | AID 540364 | 360,000 tested, 0.56% active | HEK293 lucGAA850 FXN promoter luciferase reporter, 24 h; percent of 10 µM SAHA response | activation, % at 6 µM;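 active = activation above the average of all compounds screened plus 3 SD, cutoff fixed separately per campaign, cut at about 7.5% in these data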;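 also: 0% = DMSO wells and 100% = 10 µM SAHA wells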
KLK7 zymogen act = activates the human kallikrein-7 zymogen | P49862 | purified proKLK7, EDANS-DABCYL substrate fluorescence; 100% is mature enzyme control, 0% vehicle | activation, % at 7 µM | 370,000 tested, 0.9% active | AID 652039;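 active = activation above the mean of all tested compounds plus 3 SD, computed per campaign excluding outliers beyond control limits, cut at about 13% in these data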
Target sequence (P49862 whole entry, looked up): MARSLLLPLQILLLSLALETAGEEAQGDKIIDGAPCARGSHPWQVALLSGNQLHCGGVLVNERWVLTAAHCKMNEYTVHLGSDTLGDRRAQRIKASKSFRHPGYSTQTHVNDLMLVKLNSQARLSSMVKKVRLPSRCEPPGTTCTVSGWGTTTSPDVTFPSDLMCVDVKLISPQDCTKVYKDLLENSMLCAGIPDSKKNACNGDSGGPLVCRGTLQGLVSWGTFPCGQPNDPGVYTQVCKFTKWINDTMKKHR
ASAP1 GAP inh = inhibitors of human ASAP1 ArfGAP activity. Q9ULH1. ASAP1-stimulated ARF1 GTP hydrolysis, GDP FP detection. inhibition, % at 16.5 µM. 360,000 tested, 0.19% active. AID 624377; in the data active = inhibition above about 25%;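 also: 0% = vehicle with enzyme and substrate and 100% = no enzyme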
Target sequence (Q9ULH1 325-724 limits assumed): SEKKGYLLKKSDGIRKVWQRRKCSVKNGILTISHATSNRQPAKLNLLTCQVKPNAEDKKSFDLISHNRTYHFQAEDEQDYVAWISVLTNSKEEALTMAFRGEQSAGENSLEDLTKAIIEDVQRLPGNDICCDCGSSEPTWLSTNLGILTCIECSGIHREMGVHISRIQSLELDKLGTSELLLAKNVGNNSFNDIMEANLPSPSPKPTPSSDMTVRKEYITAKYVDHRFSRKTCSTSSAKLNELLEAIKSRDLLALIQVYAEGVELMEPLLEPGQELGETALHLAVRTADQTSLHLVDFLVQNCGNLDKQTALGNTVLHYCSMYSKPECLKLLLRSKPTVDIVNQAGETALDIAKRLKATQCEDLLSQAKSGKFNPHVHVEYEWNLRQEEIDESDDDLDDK
GC-A act = GC-A (human) enzyme activation. activation, % at 10 µM. 370,000 tested, 0.14% active. AID 1671463. HEK293 GC-A cells, cGMP TR-FRET, EC30 ANP; 0% at EC30 ANP, 100% saturating ANP; in the data active = activation above about 40%
ADAM10 inh = ADAM10 inhibition, QFRET primary screen | recombinant ADAM10, EDANS/DABCYL FRET peptide cleavage, 3 h | O14672 | inhibition, % at 7 µM | 370,000 tested, 0.62% active;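 active = inhibition above a per-campaign cutoff equal to the mean of compounds falling between control-based bounds plus 3 SD, cut at about 20% in these data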;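 also: 0% = DMSO wells while the 100% control is not disclosed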
rCAG RNA binder = binds r(CAG) RNA repeats. AID 651821. r(CAG) RNA repeat, TO-PRO-1 dye displacement fluorescence. inhibition, % at 3 µM. 370,000 tested, 1.3% active;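 active = inhibition above the plate cutoff, the mean of all test compounds on that plate plus 3 SD, cut at about 35% in these data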;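 also: 0% = DMSO alone and 100% = 100 µM mitoxantrone as full dye displacement; higher means more dye released from RNA so lower well fluorescence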
ARFGAP1 inhibitor = inhibitors of rat ARFGAP1. Q62848. Arfgap1-stimulated ARF1 GTP hydrolysis, GDP FP detection. inhibition, % at 16.5 µM. 360,000 tested, 0.26% active;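 active = inhibition above a per-plate limit, mean inhibition of low control wells plus 3 SD, cut at about 25% in these data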;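 also: 0% = DMSO wells with enzyme and 100% = wells lacking Arfgap1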
Target sequence (Q62848 1-136 limits assumed): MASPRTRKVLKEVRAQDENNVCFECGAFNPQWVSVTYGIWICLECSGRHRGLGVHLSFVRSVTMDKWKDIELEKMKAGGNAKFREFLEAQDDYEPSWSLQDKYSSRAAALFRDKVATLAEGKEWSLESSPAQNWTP
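system = rat Arfgap1 catalytic domain, aa 1-136 | technique = FP, GDP Alexa 633 tracer displaced from anti-GDP antibody, 620/688 nm | compound = one concentration, 16.5 µM, DMSO 1.26% | medium = HEPES-based buffer, pH 7.5 | timing = compound-enzyme preincubation 20 min, reaction 120 min, detection 60 min, 25 °C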
Tn6 DDE FP = inhibitors of Tn6 peptide binding to human fibrin DD(E). P02675. Fibrin DD(E) TRITC-Tn6 fluorescence polarization displacement. inhibition, % at 8.3 µM. 370,000 tested, 0.21% active. AID 720509;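 active = inhibition above a per-campaign cutoff: mean of compounds within control limits plus 3 SD, cut at about 15% in these data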;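 also: 0% = median of all compound wells on the plate and 100% = blocking peptide control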
NPR2 activator = GC-B (human) receptor activation | 370,000 tested, 0.11% active | P20594 | HEK293-GC-B cells, CNP EC30, cGMP TR-FRET; 0% at EC30 CNP, 100% saturating CNP | activation, % at 10 µM | AID 1920062;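 active = activation at 10 µM reaching about 35% in either raw or pattern-adjusted values, limit read from the data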
sPLA2-III inh = Inhibits HGIII-sPLA2 liposome hydrolysis, primary screen; 370,000 tested, 0.56% active; inhibition, % at 12.2 µM; Q9NZ20; AID 743126; QFRET BODIPY PC-A2 liposome hydrolysis, fluorescence;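 active = inhibition above mean plus 3 SD of compounds lying within the high and low control bounds, cut at about 19% in these data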;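 also: 0% = median of test compound wells and 100% = no enzyme DMSO wells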
The depositor's hits bear a star.

What do the screens show for `COc1ccc(-c2ccc(CN3C(C(C)C)C(=O)N(Cc4cn(Cc5ccco5)nn4)CCS3(=O)=O)cc2)cc1OC` (stereo not given)?
GAA850 FXN act: -0.5; KLK7 zymogen act: -0.1; ASAP1 GAP inh: 2; GC-A act: 1; ADAM10 inh: 11; rCAG RNA binder: 14; ARFGAP1 inhibitor: 9; Tn6 DDE FP: 6; NPR2 activator: 2; sPLA2-III inh: -28

Results for O=C(Nc1cc(Cl)ccc1N1CCOCC1)c1ccc(N2CCCCC2)c([N+](=O)[O-])c1 ?
GAA850 FXN act: 3.4; KLK7 zymogen act: 0.8; ASAP1 GAP inh: -7; GC-A act: 4; ADAM10 inh: 0; rCAG RNA binder: 5; ARFGAP1 inhibitor: 2; Tn6 DDE FP: -7; NPR2 activator: -5; sPLA2-III inh: -4

Results for O=C(c1ccco1)N1CCN(C(=O)c2cc(-c3ccc(F)cc3)no2)CC1 ?
GAA850 FXN act: 2.8; KLK7 zymogen act: -0.4; ASAP1 GAP inh: 13; GC-A act: -1; ADAM10 inh: 5; rCAG RNA binder: -2; ARFGAP1 inhibitor: 5; Tn6 DDE FP: 5; NPR2 activator: 0; sPLA2-III inh: -1

What do the screens show for `Cn1cnc(C(=O)N2CCN(C(=O)OC(C)(C)C)CC2)c1C(=O)N1CCN(C(=O)OC(C)(C)C)CC1`?
GAA850 FXN act: 0.2; KLK7 zymogen act: -0.2; ASAP1 GAP inh: -4; GC-A act: 0; ADAM10 inh: 2; rCAG RNA binder: -13; ARFGAP1 inhibitor: 0; Tn6 DDE FP: -4; NPR2 activator: 3; sPLA2-III inh: 8

What do the screens show for `CCCC(C)NC(=O)c1c2c(nc3ccccc13)CCC2` (stereo not given)?
GAA850 FXN act: 1.5; KLK7 zymogen act: 0.4; ASAP1 GAP inh: 1; GC-A act: -1; ADAM10 inh: -12; rCAG RNA binder: 8; ARFGAP1 inhibitor: 13; Tn6 DDE FP: 3; NPR2 activator: 6; sPLA2-III inh: 4

Results for COc1ccc(CCNc2nc(-c3ccccn3)cs2)cc1OC ?
GAA850 FXN act: -8.2; KLK7 zymogen act: -0.1; ASAP1 GAP inh: -2; GC-A act: -4; ADAM10 inh: -8; rCAG RNA binder: -5; ARFGAP1 inhibitor: 11; Tn6 DDE FP: 8; NPR2 activator: 1; sPLA2-III inh: 14

How did COc1ccc(S(=O)(=O)Nc2ccc(Cl)cn2)cc1 do in these assays?
GAA850 FXN act: -2.1; KLK7 zymogen act: -0.7; ASAP1 GAP inh: -6; GC-A act: 3; ADAM10 inh: -5; rCAG RNA binder: 0; ARFGAP1 inhibitor: 4; Tn6 DDE FP: 1; NPR2 activator: 1; sPLA2-III inh: -6

What do the screens show for `COc1cc(C(=O)COC(=O)c2c(C)noc2C)cc(OC)c1OC`?
GAA850 FXN act: -0.7; KLK7 zymogen act: 0.0; ASAP1 GAP inh: -8; GC-A act: 0; ADAM10 inh: -13; rCAG RNA binder: -3; ARFGAP1 inhibitor: 3; Tn6 DDE FP: 6; NPR2 activator: -4; sPLA2-III inh: 9

How did Fc1ccccc1-c1nc2ccccc2[nH]1 do in these assays?
GAA850 FXN act: 5.8; KLK7 zymogen act: 0.0; ASAP1 GAP inh: -3; GC-A act: 2; ADAM10 inh: -12; rCAG RNA binder: -3; ARFGAP1 inhibitor: 7; Tn6 DDE FP: 5; NPR2 activator: -1; sPLA2-III inh: 4

Results for CN(CC(=O)Nc1cccnc1Cl)S(=O)(=O)c1ccc(Cl)cc1 ?
GAA850 FXN act: -2.1; KLK7 zymogen act: -0.2; ASAP1 GAP inh: -17; GC-A act: 0; ADAM10 inh: 1; rCAG RNA binder: 2; ARFGAP1 inhibitor: -1; Tn6 DDE FP: 3; NPR2 activator: 6; sPLA2-III inh: 2

Results for CC1(c2ccccc2)NC(=O)N(CC(=O)Nc2ccc([N+](=O)[O-])cc2)C1=O (stereo not given) ?
GAA850 FXN act: -2.3; KLK7 zymogen act: -0.6; ASAP1 GAP inh: -1; GC-A act: 1; ADAM10 inh: 0; rCAG RNA binder: 9; ARFGAP1 inhibitor: 10; Tn6 DDE FP: -1; NPR2 activator: 2; sPLA2-III inh: -2

What do the screens show for `CC(C#Cc1c([C@@H](C)Oc2ccccc2)nnn1Cc1ccccc1)Oc1ccccc1` (stereo not given in full)?
GAA850 FXN act: 2.1; KLK7 zymogen act: 0.2; ASAP1 GAP inh: 2; GC-A act: -2; ADAM10 inh: -7; rCAG RNA binder: 2; ARFGAP1 inhibitor: 3; Tn6 DDE FP: -4; NPR2 activator: 0; sPLA2-III inh: -7

What do the screens show for `O=C(COc1ccc(Cl)cc1[N+](=O)[O-])N/N=C/c1cccs1`?
GAA850 FXN act: 1.8; KLK7 zymogen act: 0.6; ASAP1 GAP inh: 13; GC-A act: -3; ADAM10 inh: 4; rCAG RNA binder: 2; ARFGAP1 inhibitor: 16; Tn6 DDE FP: -3; NPR2 activator: -3; sPLA2-III inh: 6

Results for COc1ccccc1NC(=O)COc1ccc(Br)cc1CO ?
GAA850 FXN act: -1.5; KLK7 zymogen act: -0.6; ASAP1 GAP inh: -3; GC-A act: -4; ADAM10 inh: 2; rCAG RNA binder: 0; ARFGAP1 inhibitor: -4; Tn6 DDE FP: 5; NPR2 activator: -11; sPLA2-III inh: -6

How did CCOC(=O)C1=C(COC(=O)C2CC(=O)N(c3ccc(CC)cc3)C2)NC(=O)NC1C (stereo not given) do in these assays?
GAA850 FXN act: -1.8; KLK7 zymogen act: 0.0; ASAP1 GAP inh: 10; GC-A act: -5; ADAM10 inh: -2; rCAG RNA binder: -1; ARFGAP1 inhibitor: -9; Tn6 DDE FP: -5; NPR2 activator: -4; sPLA2-III inh: -5

Results for COc1cccc(NC(=O)NC2CCCCCCC2)c1 ?
GAA850 FXN act: 5.4; KLK7 zymogen act: 0.4; ASAP1 GAP inh: -2; GC-A act: -2; ADAM10 inh: 8; rCAG RNA binder: -1; ARFGAP1 inhibitor: 4; Tn6 DDE FP: -6; NPR2 activator: -2; sPLA2-III inh: -17

Results for CC(c1ccon1)N(C)Cc1cn(C)nc1-c1cccc(Cl)c1 (stereo not given) ?
GAA850 FXN act: 3.7; KLK7 zymogen act: 0.2; ASAP1 GAP inh: 5; GC-A act: -3; ADAM10 inh: 7; rCAG RNA binder: -1; ARFGAP1 inhibitor: 7; Tn6 DDE FP: 1; NPR2 activator: -2; sPLA2-III inh: -3

Results for N#CC(C(=O)NC1CC1)c1nc2ccccc2nc1N1CCN(C/C=C/c2ccccc2)CC1 (stereo not given) ?
GAA850 FXN act: -3.0; KLK7 zymogen act: 5.4; ASAP1 GAP inh: -6; GC-A act: 0; ADAM10 inh: -19; rCAG RNA binder: 1; ARFGAP1 inhibitor: 3; Tn6 DDE FP: 3; NPR2 activator: -5; sPLA2-III inh: -12

How did CCn1c(=O)n(CC)c2cc(N3CCCC3)c(NC(=O)c3ccc(C)c([N+](=O)[O-])c3)cc21 do in these assays?
GAA850 FXN act: 3.7; KLK7 zymogen act: -0.3; ASAP1 GAP inh: 1; GC-A act: 1; ADAM10 inh: -49; rCAG RNA binder: 5; ARFGAP1 inhibitor: -4; Tn6 DDE FP: 5; NPR2 activator: -1; sPLA2-III inh: 5

Results for CC(=O)O[C@H]1[C@@H](O)[C@H](O)[C@H](Oc2c(O)c(C)c3c4c2[C@@H](C)CC[C@@H]4[C@@H](C)C[C@@H]3C=C(C)C)O[C@H]1C ?
GAA850 FXN act: -0.4; KLK7 zymogen act: -0.9; ASAP1 GAP inh: -5; GC-A act: -2; ADAM10 inh: -6; rCAG RNA binder: 0; ARFGAP1 inhibitor: 17; Tn6 DDE FP: 9; NPR2 activator: 6; sPLA2-III inh: -45

What do the screens show for `COC(=O)c1c(C)[nH]c(C(=O)COC(=O)Cn2cc(C(F)(F)F)ccc2=O)c1C`?
GAA850 FXN act: 2.5; KLK7 zymogen act: -0.2; ASAP1 GAP inh: -2; GC-A act: -2; ADAM10 inh: -10; rCAG RNA binder: -6; ARFGAP1 inhibitor: 5; Tn6 DDE FP: 1; NPR2 activator: 4; sPLA2-III inh: 7

How did O=C(CCNS(=O)(=O)c1ccc(Br)cc1)NCCc1ccccc1 do in these assays?
GAA850 FXN act: -0.3; KLK7 zymogen act: 0.1; ASAP1 GAP inh: -13; GC-A act: 0; ADAM10 inh: 6; rCAG RNA binder: 1; ARFGAP1 inhibitor: -11; Tn6 DDE FP: -8; NPR2 activator: 2; sPLA2-III inh: -2

How did CCOC(=O)C1CCCN(Cc2ccccc2F)C1 (stereo not given) do in these assays?
GAA850 FXN act: 1.4; KLK7 zymogen act: -0.5; ASAP1 GAP inh: -20; GC-A act: 3; ADAM10 inh: 0; rCAG RNA binder: -4; ARFGAP1 inhibitor: 8; Tn6 DDE FP: 3; NPR2 activator: 0; sPLA2-III inh: 0

Results for Cc1cc(C)nc(N/N=C/c2ccccc2OCc2ccccc2)n1 ?
GAA850 FXN act: -1.2; KLK7 zymogen act: 0.2; ASAP1 GAP inh: 1; GC-A act: 1; ADAM10 inh: -2; rCAG RNA binder: -4; ARFGAP1 inhibitor: -12; Tn6 DDE FP: -6; NPR2 activator: -7; sPLA2-III inh: -12

Results for COc1ccc(C(=O)NCCc2nnc(SCC(=O)Nc3ccccc3C(C)C)n2C)cc1 ?
GAA850 FXN act: -1.2; KLK7 zymogen act: -0.1; ASAP1 GAP inh: -5; GC-A act: -2; ADAM10 inh: -6; rCAG RNA binder: -1; ARFGAP1 inhibitor: -2; Tn6 DDE FP: 4; NPR2 activator: 2; sPLA2-III inh: 0

What do the screens show for `Cc1cccc(N(C(=O)c2snc(C(N)=O)c2N)C(C(=O)NCC2CCCO2)c2cccs2)c1` (stereo not given)?
GAA850 FXN act: 0.8; KLK7 zymogen act: 0.2; ASAP1 GAP inh: 2; GC-A act: -30; ADAM10 inh: -214; rCAG RNA binder: -4; ARFGAP1 inhibitor: 7; Tn6 DDE FP: 6; NPR2 activator: -14; sPLA2-III inh: -6

Results for CC(=O)Nc1ccc(NCN2C(=O)C3C4CCC(C4)C3C2=O)cc1 (stereo not given) ?
GAA850 FXN act: -0.8; KLK7 zymogen act: -0.3; ASAP1 GAP inh: 4; GC-A act: 0; ADAM10 inh: 0; rCAG RNA binder: -13; ARFGAP1 inhibitor: 1; Tn6 DDE FP: -2; NPR2 activator: -2; sPLA2-III inh: 0

Results for O=c1nc(Nc2ccc([N+](=O)[O-])cc2)[nH]c(=O)[nH]1 ?
GAA850 FXN act: 0.4; KLK7 zymogen act: -0.3; ASAP1 GAP inh: -1; GC-A act: 1; ADAM10 inh: 12; rCAG RNA binder: 2; ARFGAP1 inhibitor: 7; Tn6 DDE FP: 5; NPR2 activator: 8; sPLA2-III inh: 0

How did CC(=O)c1c(C)[nH]c(C(=O)NC(C)c2ccccc2)c1C (stereo not given) do in these assays?
GAA850 FXN act: -1.6; KLK7 zymogen act: 0.4; ASAP1 GAP inh: -3; GC-A act: 5; ADAM10 inh: -6; rCAG RNA binder: -4; ARFGAP1 inhibitor: 1; Tn6 DDE FP: -1; NPR2 activator: -1; sPLA2-III inh: 1
